Source: PubChem BioAssay
TDP1 cell CPT: DT40-hTDP1 cell growth loss with CPT; chicken DT40 Tdp1-/-;hTDP1 cells + 20 nM CPT, ATP luminescence, 48 h; Potency, µM (doses to about 46.2 µM), inactives show at the top dose activity change, negative = growth inhibition, usual class: inhibitors; 420,000 compounds, 12% hits; note: nearly all actives have a fitted effect of over 55% in size
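Cell growth measured by CellTiter-Glo luminescence after a minimum 48 h, 37 C compound exposure with 20 nM CPT in Tdp1-knockout DT40 cells stably expressing hTDP1, seeded 400/well; qHTS titration format.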
TDP1 cell noCPT: qHTS for Inhibitors of human tyrosyl-DNA phosphodiesterase 1 (TDP1): qHTS in cells in absence of CPT. DT40 Tdp1-/- hTDP1 cells, no CPT, ATP luminescence, 48 h. Potency, µM (series often up to 46.2 µM), without a hit: top-dose activity change, negative = growth inhibition, hits mostly inhibitors. 420,000 compounds, 15% hits. AID 686978, 2013; note: nearly all actives have a fitted effect of over 55% in size
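Growth of hTDP1-complemented DT40 Tdp1-knockout cells is measured by ATP luminescence after at least 48 hr compound exposure at 37 °C, with DMSO substituting for the 20 nM CPT used in the parallel screen.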
TDP1 block: blocks human tyrosyl-DNA phosphodiesterase 1 | Q9NUW8 | recombinant TDP1, AlphaScreen DNA substrate cleavage | Potency, µM (highest dose often 130 µM), without a hit: at the top dose activity change, negative = inhibition, actives largely listed as inhibitors | 350,000 compounds, 0.28% hits; note: nearly all actives have a fitted effect of over 40% in size
Target sequence (Q9NUW8 whole entry, looked up): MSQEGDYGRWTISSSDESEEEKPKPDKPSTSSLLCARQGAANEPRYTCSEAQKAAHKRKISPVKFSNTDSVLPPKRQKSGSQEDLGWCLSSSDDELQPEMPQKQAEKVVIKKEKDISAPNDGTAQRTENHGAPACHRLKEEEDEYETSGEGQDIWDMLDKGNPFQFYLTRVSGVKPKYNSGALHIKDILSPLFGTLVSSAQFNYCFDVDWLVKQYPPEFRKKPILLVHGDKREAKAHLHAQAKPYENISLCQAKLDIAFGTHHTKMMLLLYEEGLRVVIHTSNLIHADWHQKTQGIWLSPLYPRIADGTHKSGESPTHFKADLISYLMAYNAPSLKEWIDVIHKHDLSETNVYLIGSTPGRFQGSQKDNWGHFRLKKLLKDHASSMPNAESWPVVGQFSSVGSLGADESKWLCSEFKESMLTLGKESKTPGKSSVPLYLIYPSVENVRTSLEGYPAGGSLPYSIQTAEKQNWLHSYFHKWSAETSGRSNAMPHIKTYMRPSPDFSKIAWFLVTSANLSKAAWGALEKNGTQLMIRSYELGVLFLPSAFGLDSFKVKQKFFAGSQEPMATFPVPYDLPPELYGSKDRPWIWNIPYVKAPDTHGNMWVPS
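Tdp1 1 nM final; 15 min RT w/ cpd; substrate 15 nM, 5 min; beads 10 ug/ml, 10 min; AlphaScreen read. Neg ctrl: no enzyme.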
* = called active by the depositor; ? = inconclusive; · = no result given; & = joins results of further samples; ! = not active in a repeat; [ ] = dose if it differs, or a comment. Calls come from the whole dose curve; as a rule, active = well fitted curve in the direction sought with a large enough effect; inconclusive = small, poorly fitted or top-dose-only effect, or another doubt; inactive = no such curve, though single readings can be large; an effect the other way counts as inactive or inconclusive. % is set by controls: 0 for no effect and ±100 for the full control effect; potency is the fitted concentration of half-maximal effect.

molecule | TDP1 cell CPT | TDP1 cell noCPT | TDP1 block
O=c1[nH]c(=O)n(Cc2ccccc2Cl)c(O)c1/C=C1/C=CC=N1 | 5.8µM* | 5.8µM* | 3%
CCn1c(O)c(C=NCc2ccccc2)c(=O)[nH]c1=S | 12% | -14% | 1%
Cc1cccc(CN2CCCC(C(=O)c3ccc4c(c3)OCO4)C2)n1 (configuration not stated) | -6% | -28% | 7%
CCC(=NCC1CCCO1)c1c(O)n(-c2ccc(Cl)cc2)c(=O)[nH]c1=O (configuration not stated) | -13% | -4% | 2%
COc1ccc(C=C2C(=O)N(C)C(=O)N(C)C2=O)cc1COc1ccc(NC(C)=O)cc1 | -1% | ? | -5%
CC(C)NC(=O)Cn1cc(C(=O)c2ccccc2)c2ccccc21 | 5% | -33% | ·
CC(Cc1cccs1)NCc1ccc(Cl)cc1 (configuration not stated) | -21% | 4% | -3%
C(#CCN1CCOCC1)COC/C=C/c1ccccc1 | 3% | -6% | 2%
O=c1c2ccccc2nc(-c2ccco2)n1-c1cccnc1 | -14% | -23% | 1%
COc1ccc(-n2nc(C(=O)NCC(=O)N3CCC4(CC3)OCCO4)c3ccccc3c2=O)cc1OC | -4% | -17% | -2%
CC1CCCCN1Cc1cccnc1 (configuration not stated) | -4% | -1% | -11%
CCOC(=O)c1ccc2c(c1)N(CC)C(=O)c1ccccc1S2 | ? | ? | ·
Cc1c(C=C2C(=O)NC(=O)NC2=O)c(=O)n(-c2ccccc2)n1C | 19% | 6% | -6%
CCN1CCN(c2ccc(NC(C)=O)cc2Cl)CC1 | 3% | 25% | 1%
O=P(Nc1cccnc1)(Oc1ccccc1Cl)Oc1ccccc1Cl | -1% | 0% | 4%
CCOC(=O)C(O)(c1ccc(N=Cc2ccccc2O)c(C)c1)C(F)(F)F (configuration not stated) | -6% | 26% | -3%
Cc1oc(-c2ccc(Cl)cc2)nc1CS(=O)CC(=O)N1CCC2(CC1)OCCO2 (configuration not stated) | -5% | -8% | 5%
Cc1ccccc1-n1c(CNc2ccccc2)nc2ccccc2c1=O | ? | ? | ·
Cc1ccc(C)c(CN2CCC(n3nnc4cc(F)ccc43)CC2)c1 | ? | ? | 7%
O=C1NC(=O)N(Cc2ccccc2)C(=O)C1Cc1ccccc1 (configuration not stated) | -20% | 8.2µM* | ·
CCOc1ccc(C2SCC(=O)Nc3c2c(C)nn3C2CCOC(C)(C)C2)cc1 (configuration not stated) | -14% | ? | 2%
CCOC(=O)c1ccc(N2C(=O)c3n[nH]c(-c4cccs4)c3C2c2ccc(C(C)(C)C)cc2)cc1 (configuration not stated) | 16µM* | 6.5µM* | -5%
CSc1ccccc1C(=O)C1CCCN(Cc2ccccn2)C1 (configuration not stated) | 3% | ? | 5%
COc1ccc(CCN)cc1OC | -19% | -18% | ·
O=C(COc1ccc(S(=O)(=O)N2CCOCC2)cc1)N1CCN(Cc2ccc3c(c2)OCO3)CC1 | ? | ? | 1%
COC(=O)C1=C(c2c(C)noc2C)C[C@@H]2CC[C@H]1N2C(=O)NCCOc1ccccc1Cl | -16% | -13% | 0%
COc1ccc2[nH]cc(CCNCc3ccc(Br)cc3)c2c1 | 13µM* | 10µM* | 17%
Ic1cncc(OC[C@@H]2CCN2)c1 | 14% | -1% | 11%
Cc1ccc(C2(O)CC(C)N(C)CC2C)cc1 (configuration not stated) | -13% | -12% | -6%
O=C(N[C@H]1N=C(c2ccccc2F)c2cccc3c2N(CC3)C1=O)c1cc2ccccc2[nH]1 | 3% | -20% | ·
CCOC(=O)C1=C(CN2CCN(c3ccc(C)cc3C)CC2)NC(=O)NC1c1ccc(OC)cc1 (configuration not stated) | ? | ? | 9%
O=C(Cc1ccccc1)NC(Cc1ccc(Cl)cc1)C(=O)O (configuration not stated) | 1% | -2% | 4%
CCC/C=C/C=C/C(=O)O[C@H]1/C(=C/C(=O)OC)C[C@H]2C[C@H]([C@@H](C)O)OC(=O)C[C@H](O)C[C@@H]3C[C@H](OC(C)=O)C(C)(C)[C@](O)(C[C@@H]4C/C(=C/C(=O)OC)C[C@H](/C=C/C(C)(C)[C@]1(O)O2)O4)O3 | ? | ? | ·
CCCOP(=O)(c1ccc(N(C)C)cc1)C(O)c1ccc(Cl)cc1Cl (configuration not stated) | 26µM* | 26µM* | ·
CC(C)OC(=O)C1C2c3ccccc3C(c3ccccc32)C1C(=O)O (configuration not stated) | 16% | -22% | 0%
[O]=[Cd] | -4% | 11% | 4%
CCOc1ccc(C2c3c(-c4ccccc4O)n[nH]c3C(=O)N2Cc2ccncc2)cc1 (configuration not stated) | 7.3µM* | 5.2µM* | 9%
CCOc1cc(CNCCc2ccccc2F)ccc1OC | ? | ? | ·
Cc1ccc(CN(C)C(=O)c2cccc(S(=O)(=O)N3CCN(c4ccccc4)CC3)c2)cc1 | ? | 15µM* | ·
O=S1c2ccccc2-c2ccccc21 | -3% | 14% | ·
CN[C@@H](C)[C@H](O)c1ccccc1 | 18%&-1% | -11%&-5% | 18%[56.1 µM]
CC1(CCO)C(=O)NC(=S)NC1=O | 2% | -14% | ·
NP(=O)(OCCCc1ccccc1)c1ccccc1 (configuration not stated) | 5% | -14% | ·
CCCNC(=O)N1C2CCC1CC(O)(c1cccnc1)C2 (configuration not stated) | 3% | 6% | 2%
O=c1c(O)c(-c2ccc(O)c(O)c2)oc2c(O)c(O)cc(O)c12 | 18µM* | ? | -7%[56.1 µM]
Nc1c(C(=O)Nc2ccc(Cl)cc2)sc2nc3c(cc12)N1CCC3CC1 | ? | 16µM* | -7%
CCn1c(O)c(/C=N/NC(=O)c2ccccc2)c(=O)[nH]c1=S | -5% | -6% | 8%
CCOc1ccc(-c2cn3c(n2)sc2cc(C(=O)N4CCCC(C)C4)ccc23)cc1 (configuration not stated) | 10µM* | 6.5µM* | -3%
COc1ccc(CN2CCN(C(=O)COc3cccc(C)c3)CC2)c(OC)c1 | ? | ? | -1%
O=C(Cc1ccccc1)N1CCN(CC2CC=CCC2)CC1 (configuration not stated) | -7% | -28% | -5%

Remaining list, next part.
molecule | TDP1 cell CPT | TDP1 cell noCPT | TDP1 block
CCC(c1nnnn1C1CCCC1)N1CCC2(CC1)C(=O)NCN2c1ccccc1 (configuration not stated) | ? | -24% | ·
Cc1ccc(Cn2nnnc2CN2CCC(n3nnc4cc(C(F)(F)F)ccc43)CC2)cc1 | ? | 21µM* | 5%
CC[C@@]1(O)C(=O)OCc2c1cc1n(c2=O)Cc2cc3ccccc3nc2-1 | 0.079µM* | 0.089µM*! | 0%
O=c1oc2ccccc2c(O)c1C(c1ccccn1)c1c(O)c2ccccc2oc1=O | -1% | 4% | 9%
O=C(c1cc(F)ccc1F)C1CCCN(Cc2ccc3nonc3c2)C1 (configuration not stated) | 1% | -24% | -3%
C[C@@H]1[C@@H]2Cc3ccc(O)cc3[C@@]1(C)CCN2CC1CC1 | -6% | -10% | ·
CCc1ccc(N2C(=O)NC(=O)/C(=C/c3cccn3CCOc3ccc(C(C)CC)cc3)C2=O)cc1 (configuration not stated) | ? | 15µM* | 0%
COc1ccc(-c2cc(C(=O)N3CCN(c4ccccc4OC)CC3)c3cc(C(C)C)ccc3n2)cc1 | 23µM* | 21µM* | 3%
CC(C(=O)Nc1ccc(Cl)cc1Cl)N1CC=C(c2ccccc2)CC1 (configuration not stated) | -7% | ? | 8%
CCN(CC)C(=O)[C@H]1C[C@H](CC(=O)NCC23CC4CC(CC(C4)C2)C3)C(=O)N2CCc3c([nH]c4cc(-c5ccco5)ccc34)[C@]12C | ? | ? | 5%[56.1 µM]
CCN(CC)S(=O)(=O)c1ccc(C(=O)NC(=S)N2CCN(c3ccccc3O)CC2)cc1 | ? | 18µM* | ·
C=C1N2CCC(CC2)C1(O)c1ccccc1C (configuration not stated) | -8% | -17% | 6%
CN1C(=O)C(Cc2ccccc2)C(=O)N(C)C1=O | 3% | -7% | ·
CN1C(=O)NC(=O)[C@]2(Cc3ccccc3N3CCN(c4ccccc4)CC32)C1=O (some centres not stated) | ? | ? | 3%
O=C1/C(=C\c2cc3c(cc2Cl)OCO3)N2CCC1CC2 | -27% | ? | 0%
O=c1[nH]c(=S)[nH]c(O)c1/C=C1\C=Nc2ccccc21 | 7.3µM* | 9.2µM* | ·
COc1cc(C2c3cc4c(cc3C(O)[C@H]3COC(=O)C23)OCO4)cc(OC)c1OC (some centres not stated) | 0.023µM* | 0.037µM* | 4%&7%
CC(=O)OC(C)(C)/C=C/C(=O)C(C)(O)C1C(O)CC2(C)C3CC=C4C(CC(O)C(=O)C4(C)C)C3(C)C(=O)CC12C (configuration not stated) | 0.026µM* | 0.016µM* | ·
CN1c2ccc([N+](=O)[O-])cc2CC2(C(=O)NC(=O)N(c3ccccc3)C2=O)C1c1ccccc1 (configuration not stated) | 13µM* | 18µM* | 1%
O=C(O)C1=CC2c3ccccc3C1c1ccccc12 | -2% | 0% | 6%
Cc1ccc(CN2C3CCCC2CC(NC(=O)Nc2cccc(F)c2)C3)cc1 (configuration not stated) | ? | 15µM* | 6%
O=c1[nH]c(=S)n(Cc2ccc(F)cc2)c(O)c1C=NCC1CCCO1 (configuration not stated) | -24% | 3% | 5%
CCOC(=O)/C(=N\Nc1ccccc1)N1CC1 | 5% | 2% | 8%
C#CC1(O)C=CC2C3CCC4=CC(=O)CCC4C3CCC21CC (configuration not stated) | ? | ? | 2%
NC(Cc1ccccc1)c1csc(Nc2ccccn2)n1 (configuration not stated) | ? | ? | ·
CC[n+]1c(/C=C/C=C/c2ccc(N(C)C)cc2)sc2ccccc21 | 0.0092µM* | 0.052µM* | 3%
C(=C/c1ccccc1)/CN1CCN(CCOC(c2ccccc2)c2ccccc2)CC1 | 6.7µM* | 12µM* | 20%[56.1 µM]
COc1ccc(CCNC(C)CCc2ccc(OC)cc2)cc1 (configuration not stated) | ? | ? | 1%

2 compounds drawn at random from those above, as already listed:
molecule | TDP1 cell CPT | TDP1 cell noCPT | TDP1 block
CC[n+]1c(/C=C/C=C/c2ccc(N(C)C)cc2)sc2ccccc21 | 0.0092µM* | 0.052µM* | 3%
O=c1[nH]c(=S)n(Cc2ccc(F)cc2)c(O)c1C=NCC1CCCO1 (configuration not stated) | -24% | 3% | 5%

Among those listed so far, these contain four or more nitrogen atoms:
molecule | TDP1 cell CPT | TDP1 cell noCPT | TDP1 block
COc1ccc(-n2nc(C(=O)NCC(=O)N3CCC4(CC3)OCCO4)c3ccccc3c2=O)cc1OC | -4% | -17% | -2%
Cc1c(C=C2C(=O)NC(=O)NC2=O)c(=O)n(-c2ccccc2)n1C | 19% | 6% | -6%
Cc1ccc(C)c(CN2CCC(n3nnc4cc(F)ccc43)CC2)c1 | ? | ? | 7%
O=C(N[C@H]1N=C(c2ccccc2F)c2cccc3c2N(CC3)C1=O)c1cc2ccccc2[nH]1 | 3% | -20% | ·
CCOC(=O)C1=C(CN2CCN(c3ccc(C)cc3C)CC2)NC(=O)NC1c1ccc(OC)cc1 (configuration not stated) | ? | ? | 9%
CCOc1ccc(C2c3c(-c4ccccc4O)n[nH]c3C(=O)N2Cc2ccncc2)cc1 (configuration not stated) | 7.3µM* | 5.2µM* | 9%
Nc1c(C(=O)Nc2ccc(Cl)cc2)sc2nc3c(cc12)N1CCC3CC1 | ? | 16µM* | -7%
CCn1c(O)c(/C=N/NC(=O)c2ccccc2)c(=O)[nH]c1=S | -5% | -6% | 8%
CCC(c1nnnn1C1CCCC1)N1CCC2(CC1)C(=O)NCN2c1ccccc1 (configuration not stated) | ? | -24% | ·
Cc1ccc(Cn2nnnc2CN2CCC(n3nnc4cc(C(F)(F)F)ccc43)CC2)cc1 | ? | 21µM* | 5%
CCN(CC)C(=O)[C@H]1C[C@H](CC(=O)NCC23CC4CC(CC(C4)C2)C3)C(=O)N2CCc3c([nH]c4cc(-c5ccco5)ccc34)[C@]12C | ? | ? | 5%[56.1 µM]
CCN(CC)S(=O)(=O)c1ccc(C(=O)NC(=S)N2CCN(c3ccccc3O)CC2)cc1 | ? | 18µM* | ·
CN1C(=O)NC(=O)[C@]2(Cc3ccccc3N3CCN(c4ccccc4)CC32)C1=O (some centres not stated) | ? | ? | 3%
CN1c2ccc([N+](=O)[O-])cc2CC2(C(=O)NC(=O)N(c3ccccc3)C2=O)C1c1ccccc1 (configuration not stated) | 13µM* | 18µM* | 1%
NC(Cc1ccccc1)c1csc(Nc2ccccn2)n1 (configuration not stated) | ? | ? | ·

These rows are one share of the data; rates above refer to the full screens.
